# Tau fibril FP = tau fibrillization inhibition (FP). P10636. K18 P301L tau heparin fibrillization, Alexa594 FP, 6 h. Potency, µM (top dose mostly 57.7 µM), for the others: at the top dose activity, negative = inhibition, hits mostly inhibitors. 280,000 compounds, 0.39% hits; note: % is set by controls: 0 for no effect and ±100 for the full control effect; nearly all actives have a fitted effect of over 55% in size
# Target sequence (P10636 561-689 P618L limits assumed): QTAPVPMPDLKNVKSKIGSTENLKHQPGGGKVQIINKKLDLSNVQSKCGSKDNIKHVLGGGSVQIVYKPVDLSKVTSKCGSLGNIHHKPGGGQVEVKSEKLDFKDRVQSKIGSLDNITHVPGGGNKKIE
#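 Read-out: fluorescence polarization of Alexa 594-labeled tau (0.24 uM), 555 nm excitation, 632 nm emission. Mixtures held 15 uM unlabeled K18 P301L, compound and 20 uM heparin, pH 7 acetate buffer, incubated 6 hr at 37 C.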
# Tau fluor cs = counter-screen for tau fibril formation inhibitors; tau K18 P301L Alexa594 fluorescence, heparin fibrillization; Potency, µM (series often up to 57.7 µM), without a hit: at the highest dose activity change, negative = decrease; 280,000 compounds, 0.93% hits; note: % is set by controls: 0 for no effect and ±100 for the full control effect; nearly all actives have a fitted effect of over 55% in size
#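 Human tau K18 P301L (15 uM unlabeled, 0.24 uM Alexa 594-labeled) in 100 mM sodium acetate pH 7 with 20 uM heparin, 6 hr at 37 C. ThT 30 uM added, 1 hr ambient; Alexa 594 FP and total fluorescence read at 555/632 nm.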
# Tau fibril ThT = blocks human tau fibril formation measured by thioflavin T. P10636. recombinant tau K18 P301L (four-repeat tau fragment), heparin-induced fibrillization, ThT fluorescence. Potency, µM (series often up to 57.4 µM), without a hit: at the top dose activity, negative = inhibition, hits mostly inhibitors. 270,000 compounds, 2.1% hits; note: % is set by controls: 0 for no effect and ±100 for the full control effect; nearly all actives have a fitted effect of over 55% in size
#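 Heparin-induced (20 uM) aggregation of recombinant human K18 P301L tau, 15 uM unlabeled with 0.24 uM labeled, pH 7 acetate buffer, 6 hr at 37 C with compound. Fibrils quantified by 30 uM ThT fluorescence after 1 hr ambient incubation.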
# TRb SRC2 PPI = inhibitors of human thyroid hormone receptor beta-SRC2 interaction | P10828 | TRbeta-SRC2 peptide binding, fluorescence polarization; receptor liganded with 1 µM T3 | Potency, µM (titrated, usually from 106 µM), inactives show at the highest dose activity change, negative = inhibition, actives largely listed as inhibitors | 280,000 compounds, 0.065% hits;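 note: plate controls were bound peptide for no effect and peptide without receptor for full effect; nearly all actives have a fitted effect of over 50% in size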
#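 Fluorescence polarization of 20 nM Texas Red SRC2 peptide with 0.6 uM human TRb ligand-binding domain, in Tris buffer with 1uM T3 and 5% DMSO. Incubated 5 hr ambient; normalized to unbound and bound controls.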
# L3MBTL1 inh = L3MBTL1 (human) inhibition. Potency, µM (doses to about 57.1 µM), inactives show top-dose activity, negative = inhibition, usual class: inhibitors. AlphaScreen L3MBTL1–H3K9me1 peptide binding. 230,000 compounds, 0.66% hits; note: % is set by controls: 0 for no effect and ±100 for the full control effect; nearly all actives have a fitted effect of over 60% in size
# Target sequence (Q9Y468 whole entry, looked up): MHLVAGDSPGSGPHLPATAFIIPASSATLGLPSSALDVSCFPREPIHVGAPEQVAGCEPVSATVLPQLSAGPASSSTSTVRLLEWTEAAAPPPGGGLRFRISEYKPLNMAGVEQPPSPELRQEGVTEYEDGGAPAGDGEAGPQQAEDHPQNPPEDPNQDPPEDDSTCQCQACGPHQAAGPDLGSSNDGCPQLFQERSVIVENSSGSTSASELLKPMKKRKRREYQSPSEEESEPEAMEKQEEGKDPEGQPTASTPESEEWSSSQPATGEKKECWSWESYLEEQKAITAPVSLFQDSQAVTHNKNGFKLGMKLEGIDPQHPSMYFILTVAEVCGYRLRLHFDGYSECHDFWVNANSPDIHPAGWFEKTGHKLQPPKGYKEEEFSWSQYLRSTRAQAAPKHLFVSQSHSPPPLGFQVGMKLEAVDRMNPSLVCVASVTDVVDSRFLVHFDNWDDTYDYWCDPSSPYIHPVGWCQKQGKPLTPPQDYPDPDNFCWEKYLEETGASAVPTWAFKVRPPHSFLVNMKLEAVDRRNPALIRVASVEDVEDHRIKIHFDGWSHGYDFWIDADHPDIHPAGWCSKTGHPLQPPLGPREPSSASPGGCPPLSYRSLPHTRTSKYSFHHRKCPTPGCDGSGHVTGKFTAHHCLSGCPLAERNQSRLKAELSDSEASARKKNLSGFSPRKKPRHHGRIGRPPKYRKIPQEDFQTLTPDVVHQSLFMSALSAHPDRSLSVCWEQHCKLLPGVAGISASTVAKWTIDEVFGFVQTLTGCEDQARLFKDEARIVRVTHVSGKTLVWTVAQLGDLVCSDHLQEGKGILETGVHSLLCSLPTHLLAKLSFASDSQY
#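 AlphaScreen assay: L3MBTL1 (50 nM final) was preincubated 30 min at room temperature with biotinylated H3(1-15)K9me1 peptide (75 nM final), then 30 min with library compounds; streptavidin donor and nickel chelate acceptor beads (10 ug/mL final) added, 30 min dark.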
# HTT ATP protect = cytoprotection in Huntington HTT-Q103 PC12 cell model | Potency, µM (highest dose often 56.4 µM), without a hit: cytoprotection (ATP increase), usual class: activators | 230,000 compounds, 0.14% hits | AID 1471 | PC12 HTT-Q103 induced, cytoprotection, ATP luminescence, 40 h;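 note: % of control where 0% means no effect; nearly all actives have a fitted effect of over 45% in size; toxic huntingtin expression switched on by the ecdysone agonist tebufenozide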
#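 Compounds were screened for protection of PC12 cells against cell death after tebufenozide induction (100 nM final) of mutant Huntingtin exon 1 (Q103) fused to GFP.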
# RECQ1 helicase = inhibitors of human RECQ1 DNA helicase | P46063 | RECQ1 DNA unwinding, red fluorescence kinetic read | Potency, µM (top dose mostly 57.3 µM), inactives show at the highest dose activity, negative = inhibition, actives largely listed as inhibitors | 240,000 compounds, 0.54% hits | AID 2549;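 note: plate controls were vehicle for no effect and no enzyme for full effect; nearly all actives have a fitted effect of over 30% in size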
#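 RECQ1T1 50 nM; forked duplex (20 bp + 30-nt ss tails) 200 nM, ATP 2 mM final; pH 8.0, 2 mM MgCl2, 2.5 ug/ml poly(dI-dC); 15 min compound preincubation; discontinuous kinetic read over 2 h at RT.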
# TexasRed fluor = Texas Red fluorescence interference in TRb-SRC2 counter-screen. Potency, µM (series often up to 106 µM), for inactives: top-dose fluorescence change, negative = quenching. TRb/SRC2 Texas Red total fluorescence interference. 280,000 compounds, 0.29% hits; active = well fitted curve in either direction with a large enough effect; inconclusive = small, poorly fitted or top-dose-only effect; note: % is set by controls: 0 for no effect and ±100 for the full control effect
#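 Human TRβ ligand-binding domain (0.6 uM) and Texas Red SRC2 peptide (20 nM) in Tris buffer with 1 uM T3 and 5% DMSO were incubated with pinned compound for 5 hr at ambient temperature. Total fluorescence was computed as S + 2P (555/632 nm).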
# * = called active by the depositor; i = inactive; ? = inconclusive; / = not tested or not shown; & = joins results of further samples; [ ] = another dose, or the depositor's remark. Unless noted, calls come from the whole dose curve; as a rule, active = well fitted curve in the direction sought with a large enough effect; inconclusive = small, poorly fitted or top-dose-only effect, or another doubt; inactive = no such curve, though single readings can be large; an effect the other way counts as inactive or inconclusive. Potency is the fitted concentration of half-maximal effect.
1. CCOC(=O)c1cnc2c(C)c(Cl)ccc2c1Nc1ccc(N2CCOCC2)cc1
2. Cn1nnnc1SCCCNCc1cc(Cl)ccc1OCc1ccccc1
3. CS(=O)(=O)Nc1cccc(S(=O)(=O)N2CCN(C(=O)c3ccccc3)CC2)c1
4. CCc1sc(C(=O)N2CCc3ccccc32)cc1C
5. O=C(CNC(=O)c1ccccc1F)Nc1ccccc1C(F)(F)F
6. CSc1nsc(SCC(=O)N2CCCc3ccccc32)n1
screen / no.,1,2,3,4,5,6
Tau fibril FP,1.0%,-3.9%,5.1%,-9.7%,-4.3%,3.2%
Tau fluor cs,?,-6.8%,1.0%,-7.5%,-6.6%,-6.1%
Tau fibril ThT,?,-1.0%,/,?,-8.6%,?
TRb SRC2 PPI,6.4%,2.3%,4.9%,-2.2%,-9.2%,-6.3%
L3MBTL1 inh,/,/,/,51.8%[activator],4.7%,14.3%[11.4 µM]
HTT ATP protect,/,/,23.2%[10 µM],-168.6%[inhibitor],-13.9%,-4.9%[0.074 µM]
RECQ1 helicase,/,/,-4.1%,-21.6%,-13.0%,-0.8%
TexasRed fluor,-0.1%,-10.7%,-0.6%,-0.7%,1.6%,-2.9%

7. CC(=O)Nc1sc(C)c(C)c1C(=O)OCC(=O)N(CC(C)C)C1CCS(=O)(=O)C1 (centres undefined)
8. COc1ccc(C(=O)OCC(=O)NCc2ccco2)cc1S(=O)(=O)N1CCN(c2cccc(Cl)c2)CC1
9. Cc1[nH]nc2c1C(Cc1ccccc1)C(C#N)=C(N)O2 (centres undefined)
10. CC(NC(=O)CCCCCN1C(=O)c2ccccc2C1=O)c1ccc2c(c1)CCCC2 (centres undefined)
11. COc1ccc(CCNC(=O)COC(=O)Cc2ccc(OC)cc2)cc1
12. O=C1/C(=C/c2ccccn2)COc2ccccc21
screen / no.,7,8,9,10,11,12
Tau fibril FP,4.8%,10.7%,-9.5%,-1.0%,0.9%,2.4%
Tau fluor cs,-1.4%,-29.5%,-0.5%,-20.5%,-3.6%,0.3%
Tau fibril ThT,6.2%,-6.9%,-12.5%,?,-5.1%,?
TRb SRC2 PPI,0.0%,-0.6%,-4.6%,1.8%,4.3%,-3.6%
L3MBTL1 inh,-2.4%,/,-8.6%,4.7%,5.4%,/
HTT ATP protect,-14.7%[10 µM],-0.8%,9.5%[10 µM],14.3%[10 µM],9.9%[10 µM],-15.0%
RECQ1 helicase,1.1%,-11.1%,6.8%,-0.7%,-2.6%,-11.1%
TexasRed fluor,-2.2%,-0.6%,-4.3%,-6.0%,-6.7%,-1.2%

# Reprinted at random: two entries already listed, in no set order.
12. O=C1/C(=C/c2ccccn2)COc2ccccc21
7. CC(=O)Nc1sc(C)c(C)c1C(=O)OCC(=O)N(CC(C)C)C1CCS(=O)(=O)C1 (centres undefined)
screen / no.,12,7
Tau fibril FP,2.4%,4.8%
Tau fluor cs,0.3%,-1.4%
Tau fibril ThT,?,6.2%
TRb SRC2 PPI,-3.6%,0.0%
L3MBTL1 inh,/,-2.4%
HTT ATP protect,-15.0%,-14.7%[10 µM]
RECQ1 helicase,-11.1%,1.1%
TexasRed fluor,-1.2%,-2.2%

# (continued)
13. Clc1ccc(-c2nnc(Sc3nc4ccccc4o3)c3ccccc23)cc1
14. O=C(CCSCc1ccccc1Cl)NCc1cccs1
15. O=C1CN(CC(=O)N2CCOCC2)c2ccccc2O1
16. CCSc1nc2c([nH]c3ccccc32)c(=O)n1-c1ccc(F)cc1
17. CC1CCCN(CC(O)COc2ccc3c(c2)OCO3)C1 (centres undefined)
18. COC(=O)c1cc2sccc2n1Cc1ccccc1
screen / no.,13,14,15,16,17,18
Tau fibril FP,-5.1%,-2.9%,-15.9%,7.6%,-3.8%,?
Tau fluor cs,-15.8%,-14.5%,-17.4%,-3.6%,-3.5%,-20.8%
Tau fibril ThT,?,-6.3%,?,3.6%,-2.3%,?
TRb SRC2 PPI,-23.2%,-7.7%,-26.4%,2.3%,6.7%,-8.3%
L3MBTL1 inh,2.8%,/,-11.4%,/,/,/
HTT ATP protect,?,-28.9%,-8.9%[0.074 µM],/,-39.1%,/
RECQ1 helicase,i,-4.2%,-1.4%,/,-9.7%,/
TexasRed fluor,-0.9%,-0.4%,?,-17.7%,-0.2%,?

19. Cc1ccc(Cn2ccc(NC(=O)c3cc(-c4ccc(Cl)c(Cl)c4)on3)n2)cc1
20. CC(C)CC(NC(N)=O)C(=O)NCCc1ccc(Cl)cc1Cl (centres undefined)
21. C(=C1/CCCC2=C1Nc1ncnn1C2c1ccccc1)/c1ccccc1 (centres undefined)
22. CC(C)CN(C(=O)CN1CCc2ccccc21)c1c(N)n(CC(C)C)c(=O)[nH]c1=O
23. CCOC(=O)N1CCN(C(=O)CSc2ncccn2)CC1
24. CCNc1nc(NCC)n2c(SC(C(=O)Nc3cc(C)ccc3OC)c3ccccc3)nnc2n1 (centres undefined)
screen / no.,19,20,21,22,23,24
Tau fibril FP,-3.3%,4.7%,-12.8%,0.7%,2.0%,-14.1%
Tau fluor cs,-7.8%,-1.2%,-14.1%,0.2%,0.2%,-1.0%
Tau fibril ThT,-3.9%,4.8%,-8.0%,0.4%,-5.0%,-11.9%
TRb SRC2 PPI,3.0%,2.1%,5.7%,-9.1%,-0.6%,-0.6%
L3MBTL1 inh,/,/,-5.4%,6.1%,4.4%,6.2%
HTT ATP protect,/,-10.9%,?,-21.9%,-9.5%,32.1%[10 µM]
RECQ1 helicase,/,-3.0%,-4.5%,1.2%,-2.7%,-3.4%
TexasRed fluor,-23.1%,-5.0%,-5.1%,-0.2%,-3.8%,-1.6%

25. CCOC(=O)c1nnn(CC(=O)NC(=O)Nc2cccc(CC)c2)c1C(=O)OCC
26. CC(O)CNCCCCOc1ccc(OCc2ccccc2)cc1 (centres undefined)
27. CCn1nc(C(=O)OCC(=O)Nc2nc(-c3ccc(OC)cc3)cs2)c2ccccc2c1=O
28. O=C(COc1cccc2ccccc12)N/N=C/c1ccc(Sc2nc3ccccc3s2)o1
29. COc1ccc(CCNC(=O)C(=O)NCc2ccc(C(C)C)cc2)cc1OC
30. CCc1ccc(C2=Nn3c(nnc3-c3cccs3)SC2)cc1
screen / no.,25,26,27,28,29,30
Tau fibril FP,-3.7%&-0.3%,5.2%,-4.4%,?,-7.4%,-16.3%
Tau fluor cs,?,-4.6%,-25.3%,-28.2%,-18.8%,-7.1%
Tau fibril ThT,-2.9%&-1.4%,-6.8%,-15.5%,?,-17.2%,-13.9%
TRb SRC2 PPI,0.5%&-2.4%,-4.2%,-9.1%,-17.3%,0.5%,-17.5%
L3MBTL1 inh,/,-10.1%,2.7%,/,3.5%,-3.5%
HTT ATP protect,1.0%,2.3%[10 µM],6.5%[10 µM],-2.4%,-0.4%,-16.0%
RECQ1 helicase,-6.4%,i,-3.1%,-7.6%,-4.7%,?
TexasRed fluor,-1.9%&-2.6%,-1.1%,-0.1%,-0.3%,-1.1%,-2.9%

31. Cc1ccc(NS(=O)(=O)c2ccc3c4c(cccc24)C(=O)N3)c(C)c1
32. COCCNC(=O)/C(C#N)=C/C=C/c1ccccc1[N+](=O)[O-]
33. Cc1ccc(Cl)cc1N1CCN(C(=O)CN2C(=O)COc3ccc(S(=O)(=O)N4CCOCC4)cc32)CC1
34. CCOc1ccc(NC(=O)CC2Nc3cccc4cccc(c34)NC2=O)cc1 (centres undefined)
35. O=S(=O)(Nc1cccc(-c2ccc(N3CCCCC3)nn2)c1)c1ccc(F)cc1F
36. O=C(c1c(Cl)cccc1Cl)N1CCN(c2ccccn2)CC1
screen / no.,31,32,33,34,35,36
Tau fibril FP,?,-2.5%,-0.5%,4.1%,8.6%,2.2%
Tau fluor cs,?,-17.7%,-1.3%,15.8µM*[quencher],-23.6%,1.4%
Tau fibril ThT,-14.7%,?,3.8%,14.1µM*,?,3.6%
TRb SRC2 PPI,-10.0%,-6.3%,-10.6%,-0.1%,2.9%,7.7%
L3MBTL1 inh,/,-5.1%,/,/,/,12.6%
HTT ATP protect,/,?,/,/,/,0.6%[0.074 µM]
RECQ1 helicase,/,i,/,/,/,-5.9%
TexasRed fluor,1.9%,-3.0%,-3.0%,-23.3%,-7.4%,0.0%

37. COc1ccc(C(=O)Nc2cccc(-c3cc4ccccc4oc3=O)c2)cc1[N+](=O)[O-]
38. CCOCCCn1c(SCC(=O)Nc2ccc(C(N)=O)cc2)nc2ccccc2c1=O
39. CN1Cc2sc(NC(=S)NC(=O)c3ccccc3)c(C#N)c2CC1(C)C
40. C=CCNC(=S)NNC(=O)c1csc(CC)c1
41. COc1ccc(/C=N/Nc2nc(N3CCCC3)nc(N3CCCC3)n2)cc1O
42. Cc1nnc(SCc2ccc(F)cc2)n1NC/C=C/c1ccccc1
43. CCc1ccc2c(c1)c(=O)c(S(=O)(=O)c1ccc(Cl)cc1)cn2CC
44. O=C(NC(=O)N1CCN(c2ccccc2)CC1)c1ccc(Cl)cc1
45. Cc1nn2c(=O)cc(COC(=O)c3ccccc3NC(=O)c3cccs3)nc2s1
screen / no.,37,38,39,40,41,42,43,44,45
Tau fibril FP,-5.7%,0.7%,6.7%,-3.9%,14.3%,5.0%,-12.2%,1.2%,6.0%
Tau fluor cs,?,-2.4%,?,1.9%,-5.4%,-10.7%,-16.2%,-8.1%,14.3%
Tau fibril ThT,-3.4%,7.5%,?,-5.7%,-9.0%,-12.0%,-8.1%,-3.9%,7.4%
TRb SRC2 PPI,0.9%,8.5%,-9.4%,-3.2%,-3.6%,-17.0%,-1.9%,-14.0%,2.2%
L3MBTL1 inh,6.0%,14.8%,?,8.2%,-0.7%,?,/,0.9%,/
HTT ATP protect,/,-33.4%,-10.8%[10 µM],/,-10.7%,8.3%[10 µM],/,1.5%[10 µM],/
RECQ1 helicase,-18.3%,-3.0%,-21.4%,-1.4%,-1.8%,-0.6%,/,-2.9%,/
TexasRed fluor,-5.1%,-1.4%,5.1%,-0.7%,-5.7%,2.9%,-1.9%,0.5%,1.1%

# An excerpt; rates above refer to the full screens.
